From PubChem
T cell modulator: T cell immune modulators affecting CD8 T cell-vesicle binding. 2C CD8+ T cell-vesicle binding, flow cytometry; active compounds read low. calls only at 7 µM. hit rate 0.068% among 330,000. AID 2052;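 active = response, share of CD8 T cells binding vesicles, and their 90th percentile fluorescence all below set limits, cut at about 80% in these data, passing the limit was not always enough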
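System: murine 2C transgenic CD8+ T lymphocytes; also added: QL9-loaded Drosophila micro-vesicles; times: binding 1.5 h at 37 °C; measured by: flow cytometry, PE anti-B7-1 (FL2) versus Alexa647 anti-CD8 (FL8), PFA-fixed; control set: Peptide-free naked vesicles (low) and QL9 vesicles with 0.7% DMSO vehicle (high)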
Myeloid diff 2: myeloid differentiation induction. ER-HoxA9 myeloid progenitors, lysozyme-GFP differentiation, flow cytometry. calls only at 10 µM. hit rate 1% among 360,000. AID 624256;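 active = normalized GFP-positive differentiation at or above the plate's own cutoff, the solvent-only control mean plus 3 SD; inconclusive = no clear call, values can overlap the other calls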;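 also: cells exposed to compound for four days before flow analysis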
West Nile antiviral: West Nile virus antiviral activity, cell-based, CPE readout (AID 1621) | West Nile virus-infected cells, CPE inhibition; higher % means a stronger effect | CPE inhibition, % at 10 µM, or IC50 in µM where a hit was titrated | hit rate 0.02% among 290,000; in the data active = a potency from the dose series; inconclusive = CPE inhibition mostly from about 3.7% at the one dose, without a potency; inactive = the rest, 99 in 100 with CPE inhibition below about 2.2%; also: strong numbers were not always called active
Lipid droplet: hepatic lipid droplet formation modulation; AML12 mouse hepatocytes, oleate lipid droplets, BODIPY imaging; inhibition, % at 6.5 µM; hit rate 0.4% among 240,000; AID 1656;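 active = lipid droplet intensity inhibited by at least 50%, with more than 500 cells counted; inconclusive = wells with under 300 cells, treated as cytotoxic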
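Assay system: AML12 hepatocytes (mouse); Probe or stimulus: oleic acid at 100 µM to induce lipid droplet formation; Dosing: compound at 6.5 µM only; Schedule: compound with oleate, overnight; Detection: fluorescence imaging, 20x objective, two fields per well; Measure: % inhibition of lipid droplet signal.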
WT yeast gro inh: growth inhibition of WT yeast, mitochondrial fusion screen; mitochondrial fusion phenotypic screen, WT strain; inhibition, % at 10 µM; hit rate 2.1% among 190,000; AID 1362; in the data active = inhibition above about 58%; tested in S. cerevisiae
Insulin prom up: MIN6 insulin promoter up-regulation; MIN6 insulin promoter-GFP reporter, high-content imaging; active compounds read high; z-score at 5 µM; hit rate 0.3% among 190,000; AID 1625;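 active = z-score above 3 at 5 µM with at least 500 cells counted in the well; inconclusive = wells under 500 cells, flagged as cytotoxic or low count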
MT stabilize HCS: microtubule stabilization, imaging screen; hit rate 0.83% among 200,000; % tubulin-high responders, % at 10 µM; AID 2205; HeLa tubulin immunostaining HCS, 24 h; share of cells brighter than vehicle mean+2SD;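 active = plate Z-score above 3 for both tubulin-high and condensed-nucleus cell shares, with cell loss under 80%, at 10 µM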;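 also: anti alpha tubulin signal scored within the nucleus-defined area of each cell; some results filed as inactive read as strong as hits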
bCat nuc transl: modulators of beta-catenin nuclear translocation; hit rate 0.3% among 190,000; AID 1665; HeLa beta-catenin nuclear translocation, immunofluorescence imaging; nuclear translocation activity, % at 5 µM;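 active = nuclear translocation activity above 50% at 5 µM, with a well cell count of 50 or more; inconclusive = wells under 50 cells across six images, flagged as toxic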;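 also: per-cell ratio of nuclear to cytoplasmic median beta-catenin stain intensity; plate controls were DMSO negative control for no effect and GSK-3 inhibitor IX positive control for full effect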
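System: Human HeLa cells, endogenous beta-catenin | Compound dosing: 5 µM primary, 0.02–20 µM confirmation | Timing: 24 h compound exposure at 37°C, 5% CO2 | Measured by: Fluorescence imaging of beta-catenin antibody stain plus DAPI | Read-out basis: % activation of per-cell nuclear versus cytoplasmic median beta-catenin signal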
Autophagy HCS: alters autophagy in cells; AID 463193; calls only at 10 µM (by protocol); hit rate 0.98% among 190,000; MEF GFP-LC3 puncta imaging; test concentration mostly 10 µM;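 active = percentage of spot-positive cells more than 3 SD above its plate mean, without a fluorescence outlier flag or 80% toxicity; inconclusive = no clear call, values can overlap the other calls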;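 also: spot-positive cell cutoff set from DMSO-treated cells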
WT yeast gro inh mutant strain: further read-out of WT yeast gro inh, marked with its call; inhibition, %; mitochondrial fusion phenotypic screen, mutant strain inhibition
Insulin prom up cell count: recorded beside Insulin prom up, whose call it bears; cell count; measured here: cytotoxicity, nuclei count;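 total cells summed across four imaged fields per well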
Lipid droplet cells 6.5 µM: also measured in Lipid droplet; calls as there; cell count; measured here: cell count, cytotoxicity flag;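 cells counted across two imaged fields per well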
bCat nuc transl cell count 5 µM: further read-out of bCat nuc transl, marked with its call; cell count; measured here: cell count, cytotoxicity flag
T cell modulator vesicle-bound %: recorded beside T cell modulator, whose call it bears; double positive events, %; measured here: CD8+ vesicle-bound cell fraction;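 binding gate set so that unloaded-vesicle control wells show 10% double positive cells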
MT stabilize HCS Hoechst-high %: also measured in MT stabilize HCS; calls as there; % Hoechst-high responders; measured here: nuclear condensation Hoechst responders;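 share of cells brighter than vehicle mean plus two SD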
MT stabilize HCS cytotoxicity %: further read-out of MT stabilize HCS, marked with its call; toxicity, %; measured here: cytotoxicity by cell density;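 0% = mean cell density of plate MIN control wells and 100% = no cells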
Autophagy HCS cell loss 18 h: second read-out of Autophagy HCS, no call of its own (marks repeat the call); toxicity, %; measured here: cell loss, nuclei count;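 cell loss after 18 h compound exposure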
Myeloid diff 2 GFP+ MAC1+ %: recorded beside Myeloid diff 2, whose call it bears; GFP+ MAC1+ double positive, %; measured here: differentiation confirmed by MAC1 staining
Numbers without * were called inactive; i = inactive; ? = inconclusive; . = not tested or not shown; + = active, no number.

SMILES | T cell modulator | T cell modulator vesicle-bound % | Myeloid diff 2 | Myeloid diff 2 GFP+ MAC1+ % | West Nile antiviral | Lipid droplet | Lipid droplet cells 6.5 µM | WT yeast gro inh | WT yeast gro inh mutant strain | Insulin prom up | Insulin prom up cell count | MT stabilize HCS | MT stabilize HCS Hoechst-high % | MT stabilize HCS cytotoxicity % | bCat nuc transl | bCat nuc transl cell count 5 µM | Autophagy HCS | Autophagy HCS cell loss 18 h
COc1ccc(C(=O)/C=C/c2ccc(N(C)C)cc2)c(OC)c1 | i | 13.1 | + | 1.5* | 0.4% | -8.5 | 716 | . | . | . | . | . | . | . | 1.3 | 1302 | . | .
CN(C)CCCNS(=O)(=O)c1ccc(NC2CCCCCC2)c([N+](=O)[O-])c1 | i | 44.3 | ? | . | ? | -29.7 | 819 | . | . | . | . | . | . | . | . | . | . | .
O=C(CCCCCN1C(=O)CCC1=O)Nc1ccc2c(c1)OCO2 | i | 50.6 | i | 0.4 | -0.1% | -5.4 | 669 | 5.6 | 12.5 | . | . | 4.0 | 3.2 | 6.0 | . | . | i | -5.5
CSc1nnc(C)c(/C=C/Nc2ccc(F)cc2F)n1 | i | 68.4 | i | 0.1 | 1.2% | 3.2 | 675 | -7.6 | 9.7 | 0.04 | 1504 | 6.2 | 4.3 | 5.0 | 1.8 | 848 | i | -6.5
Cc1ccc(C2(C(F)(F)F)NC(=O)N3N=C4CCCCCN4C3=C2C#N)cc1 (stereo not drawn) | i | 38.2 | i | 0.1 | 0.5% | -2.4 | 730 | -6.5 | 21.7 | -0.21 | 1430 | 3.8 | 2.3 | 5.8 | 0.4 | 1102 | i | 5.0
COCCn1c(SCc2cc(=O)n3ccsc3n2)nnc1-c1ccncc1 | i | 30.9 | i | 0.6 | 0.8% | -26.4 | 669 | -13.7 | -0.9 | 0.18 | 1191 | 3.5 | 1.1 | 8.0 | -1.1 | 1088 | i | -0.4
Cc1ccc(-c2c[n+](=O)c3c(n2[O-])CCC3)cc1 | i | 11.3 | i | 0.6 | 0.4% | -3.5 | 713 | . | . | 0.3 | 1300 | . | . | . | -3.6 | 1130 | . | .
COC(=O)c1ccc(C(=O)OC)c(NC(=O)CN(C)Cc2ccc(Cl)c(Cl)c2)c1 | i | 24.1 | i | 0.4 | -0.8% | -0.8 | 733 | 18.3 | -12.1 | -0.1 | 1455 | 4.0 | 2.2 | 9.2 | -3.5 | 1146 | i | -8.3
CCc1cc(=O)oc2cc(OC(=O)c3ccco3)ccc12 | i | 7.0 | i | 0.5 | 0.1% | -1.5 | 641 | . | . | . | . | . | . | . | . | . | . | .
O=c1c2ccccc2ncn1-c1cccc(Cl)c1 | i | 51.9 | i | 1.5 | -0.2% | -2.4 | 682 | -6.5 | -1.2 | . | . | 3.8 | 2.1 | 4.3 | -1.8 | 534 | i | -8.6
COc1ccc(Cl)cc1Nc1nc(C)cc(C)c1C(N)=O | i | 50.6 | i | 0.6 | -0.1% | 38.3 | 769 | 20.1 | -1.7 | . | . | 2.7 | 1.0 | 12.5 | -1.0 | 945 | i | -4.1
CCOC(=O)CNC(=O)Cc1ccc(Cl)cc1 | i | 23.5 | i | 0.8 | 0.0% | 3.4 | 716 | . | . | -0.05 | 1177 | . | . | . | 0.2 | 1295 | . | .
COc1ccc(NC2CCCN(Cc3cccc4cnccc34)C2)cc1OC (stereo not drawn) | i | 40.3 | i | 0.5 | -0.6% | -11.2 | 777 | . | . | . | . | . | . | . | . | . | . | .
C[C@@H](NC(=O)c1nc[nH]c1C(=O)NCC(=O)OC(C)(C)C)c1ccccc1 | i | 24.9 | i | 0.3 | -0.7% | 4.4 | 800 | . | . | . | . | . | . | . | . | . | . | .
CC(=O)Nc1cc2c(cc1NC(=O)Cn1nc(-c3ccc4c(c3)OCCO4)ccc1=O)OCCO2 | i | 34.0 | i | 0.6 | -0.2% | 5.8 | 806 | -12.8 | -3.2 | -0.31 | 958 | 2.0 | 1.4 | 6.6 | -3.8 | 1217 | i | -6.3
O=c1c2c3nc4ccccc4nc3n(/N=C/c3ccccn3)c2ncn1-c1ccccc1 | i | 22.0 | ? | . | 0.6% | 30.8 | 730 | . | . | -0.21 | 1336 | . | . | . | 3.7 | 1081 | . | .
Cc1csc(/N=C/N(C)C)c1C#N | i | 25.6 | i | 0.4 | -0.5% | 3.2 | 670 | . | . | -0.25 | 1390 | . | . | . | -2.1 | 1189 | . | .
CCOc1cc(-c2cn(S(=O)(=O)c3cccc4nsnc34)nc2N)cc(OCC)c1OCC | i | 62.4 | i | 5.1 | -0.9% | 1.8 | 768 | 12.1 | 7.9 | . | . | 1.5 | 0.8 | 6.2 | . | . | i | -6.1
COc1cccc(-c2csc(N3CCN(CC(=O)NNC(=O)c4ccc(Cl)cc4)CC3)n2)c1 | i | 49.8 | i | 13.9 | -0.3% | . | . | -4.1 | 6.5 | 0.02 | 1500 | 1.3 | 1.0 | 0.5 | -1.4 | 1388 | i | -8.0
COCCCNC(=O)c1c(N)n(/N=C/c2cccs2)c2nc3ccccc3nc12 | i | 39.3 | i | 0.3 | -0.5% | 23.0 | 621 | 12.8 | 0.5 | -2.77 | 1436 | 2.6 | 1.7 | 1.0 | 2.4 | 1131 | i | -5.0
CCOc1cc(/C=N/NC(=O)COc2cccc(C)c2)ccc1OC(=O)c1cccs1 | i | 23.4 | i | 4.8 | . | . | . | 2.7 | -7.2 | 1.2 | 1494 | 4.9 | 1.4 | 3.2 | 0.2 | 1343 | i | -20.7
COC(=O)c1ccccc1NC(=S)NC(=O)COc1ccc(C(C)C)cc1 | i | 59.2 | i | 1.5 | 0.1% | 15.9 | 645 | -3.7 | -24.5 | . | . | 2.5 | 3.6 | 8.2 | -2.1 | 990 | i | 2.6
COc1ccc(Cn2c(=O)sc3ccccc32)cc1OC | i | 40.8 | i | 0.4 | -1.0% | -0.3 | 755 | 5.8 | 3.0 | -3.63 | 1164 | 5.5 | 1.8 | 0.1 | 0.7 | 919 | i | -2.8
C/C(=N\N=C1\NC(=O)C(CC(=O)O)S1)c1ccccn1 (stereo not drawn) | i | 27.8 | i | 0.6 | -0.1% | -4.9 | 682 | . | . | -0.27 | 1419 | . | . | . | -4.8 | 1135 | . | .
CCc1ccc(N2CC(C(=O)Nc3ccc(S(=O)(=O)NCC4CCCO4)cc3)CC2=O)cc1 (stereo not drawn) | i | 31.8 | i | 0.8 | -0.1% | -3.9 | 706 | . | . | . | . | . | . | . | . | . | . | .
Cc1ccc(NC(=O)C(C)Sc2nnc(C)n2C)cc1 (stereo not drawn) | i | 58.2 | i | 0.2 | 0.2% | 3.4 | 772 | . | . | . | . | . | . | . | . | . | . | .
Cc1cc(C)n(Cc2cccc(F)c2)c(=O)c1C#N | i | 30.3 | i | 4.2 | 0.3% | . | . | -4.7 | 3.8 | -0.25 | 1275 | 4.9 | 3.9 | 11.4 | -2.3 | 804 | i | -2.9
COC(=O)CCC(C)N1CCC(Oc2ccc(C(=O)N3CCCC3)cc2)CC1 (stereo not drawn) | i | 60.5 | i | 4.4 | 0.0% | 19.4 | 667 | . | . | . | . | . | . | . | . | . | . | .
CN(c1ccc(C(=O)NCc2ccc3c(c2)OCO3)cc1)S(C)(=O)=O | i | 50.0 | i | 0.7 | -0.7% | 0.7 | 665 | 8.1 | 14.1 | -0.63 | 1169 | 6.3 | 0.0 | 67.6 | 0.6 | 1075 | i | 6.4
O=C(Nc1nc(-c2nc3ccccc3s2)cs1)c1ccco1 | i | 22.1 | i | 1.8 | -0.1% | -1.4 | 781 | 11.9 | -9.4 | 0 | 1135 | 2.3 | 1.8 | 2.7 | -0.2 | 1077 | i | -14.3
Cc1cc(C)cc(NC(=O)c2snc3c(=O)[nH]cnc23)c1 | . | . | . | . | 0.9% | 2.4 | 810 | -5.2 | 0.2 | -0.17 | 906 | 2.8 | 1.6 | 4.8 | . | . | i | 24.8
N#CC1=C(N)N(c2ccccc2)C(c2cccc([N+](=O)[O-])c2)C1(C#N)C#N (stereo not drawn) | i | 46.3 | i | 0.9 | 0.0% | . | . | -34.1 | -31.6 | 0.35 | 1331 | 3.1 | 1.4 | 3.0 | -0.7 | 869 | i | -6.2
Clc1ccc(-c2noc(/C=C/c3ccccc3)n2)cc1 | i | 11.7 | i | 0.7 | 0.1% | 9.1 | 705 | . | . | 0 | 1380 | . | . | . | 1.8 | 1109 | . | .
Cc1ccc(NCc2nnc(SC(C)C(=O)N/N=C/c3ccc(C)o3)n2-c2ccccc2)cc1 (stereo not drawn) | i | 34.8 | i | 1.2 | 0.2% | . | . | -10.4 | -6.0 | . | . | 2.6 | 1.7 | 8.5 | . | . | i | 21.8
CCOC(=O)c1sc2nc3n(c(=O)c2c1C)CCC(C)CC3 (stereo not drawn) | i | 35.6 | i | 2.4 | 0.2% | 9.8 | 703 | 39.2 | 17.5 | -0.5 | 855 | 3.0 | 2.5 | 10.9 | . | . | i | -13.6
